# FBW7 activator – FBW7 E3 ligase activators, primary screen, biochemical, AlphaScreen, human; AID 1259310, 2017; normalized activity (activation), % at 26.1 µM; AlphaScreen FBW7–phospho-cyclin E peptide binding, activator screen; 0.13% of 650,000 active; in the data active = normalized activity above about 1.9%;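 also: purified mutant Fbw7 with reduced substrate affinity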
# Target sequence (Q969H0 whole entry, looked up): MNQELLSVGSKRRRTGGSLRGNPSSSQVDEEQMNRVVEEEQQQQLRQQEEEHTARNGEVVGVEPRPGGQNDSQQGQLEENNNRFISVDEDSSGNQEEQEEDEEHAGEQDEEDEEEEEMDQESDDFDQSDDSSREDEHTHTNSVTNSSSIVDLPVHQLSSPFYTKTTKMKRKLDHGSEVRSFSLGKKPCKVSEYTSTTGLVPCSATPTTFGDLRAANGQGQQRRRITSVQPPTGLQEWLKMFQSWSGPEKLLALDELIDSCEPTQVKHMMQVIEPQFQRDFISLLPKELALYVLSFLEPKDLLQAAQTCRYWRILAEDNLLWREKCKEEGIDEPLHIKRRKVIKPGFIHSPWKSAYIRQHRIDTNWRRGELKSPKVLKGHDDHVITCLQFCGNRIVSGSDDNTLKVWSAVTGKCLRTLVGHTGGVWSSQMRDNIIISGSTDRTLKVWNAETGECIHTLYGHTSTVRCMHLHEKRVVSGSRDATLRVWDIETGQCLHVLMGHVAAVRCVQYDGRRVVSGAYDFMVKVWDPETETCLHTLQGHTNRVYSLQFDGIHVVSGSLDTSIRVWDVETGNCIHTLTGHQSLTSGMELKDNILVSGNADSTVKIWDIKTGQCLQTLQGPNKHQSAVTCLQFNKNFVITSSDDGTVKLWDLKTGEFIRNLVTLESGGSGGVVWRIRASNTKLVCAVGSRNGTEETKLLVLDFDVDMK
# GPR151 ag – activators of human GPR151, primary screen, cell-based, PathHunter beta-arrestin, luminescence. PathHunter beta-arrestin GPR151 cells. activation, % at 11.2 µM. 1% of 650,000 active. AID 1508602, 2020; in the data active = activation above about 4.9%;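 also: 0% = median of compound wells and 100% = cells with positive control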
# TEAD-YAP block – TEAD-YAP interaction inhibition, primary screen, TEAD-YAP interaction inhibitor project, luminescence, HEK-TIYL cells; TEAD-Gal4/YAP UAS-luciferase luminescence; 1.4% of 640,000 active; inhibition, % at 9.12 µM; AID 1259422, 2018; in the data active = inhibition above about 32%;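 also: 0% = median of test compound wells and 100% = reference inhibitor wells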
# MITF primary – MITF inhibitors, primary screen, biochemical, AlphaScreen, human; Microphthalmia-associated transcription factor (Homo sapiens), O75030; AlphaScreen MITF homodimerization, bead proximity signal; inhibition, % at 2.6 µM; 0.91% of 650,000 active; in the data active = inhibition above about 50%;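 also: 0% = vehicle wells with protein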
# * hit, by the source's call.
SMILES,FBW7 activator,GPR151 ag,TEAD-YAP block,MITF primary
CCOc1ccc(CNCc2c(C(=O)O)c(C)n(Cc3ccccc3C)c2C)cc1,-0.1,0.3,6,-3
O=C1CCCC/C1=C/Nc1cccc(Br)c1,0.0,1.4,-13,5
O=C(COC(=O)CSc1nc2ccccc2[nH]1)Nc1nc2ccccc2s1,0.0,0.9,-7,4
Cc1[nH]c(=O)[nH]c(=O)c1S(=O)(=O)NCC1CCCO1 (stereo not drawn),-0.3,-2.0,-16,-14
O=C(NCCN1CCOCC1)c1cccc(-n2ncc3cc([N+](=O)[O-])cnc32)c1,-0.2,-1.1,0,3
CCCCCOc1ccc(/C=C/C(=O)Nc2ccccc2F)cc1OC,-0.3,-0.4,-34,-3
Cc1ccccc1CN1C(=O)CSc2ccc(C(=O)NCc3ccco3)cc21,-0.2,0.5,4,-4
CS(=O)(=O)NCC(c1cccs1)S(=O)(=O)c1ccc(F)cc1 (stereo not drawn),-0.1,-1.9,6,2
Cn1c(=O)c2c(nc(SCC(N)=O)n2Cc2ccc(F)cc2)n(C)c1=O,0.0,1.0,-5,7
CCCCOc1ccc(S(=O)(=O)N2CCN(c3ccc(N4CCCCC4)nn3)CC2)cc1,-0.1,3.0,-2,-1
O=C(Nc1ccccc1Cl)c1sc(-c2ccccc2)nc1-c1ccc([N+](=O)[O-])cc1,0.1,-0.2,15,6
CC(=O)C1=C(C)NC(SCc2ccc(Br)cc2)=C(C#N)C1c1ccco1 (stereo not drawn),0.0,1.2,-1,8
Cc1nc2c(c(=O)[nH]1)CCN(C(=O)Cn1c(C(F)(F)F)nc3ccccc31)C2,0.2,0.9,0,-19
COc1ccc(C(=O)c2sc3nc4c(cc3c2N)C(=O)CCC4)cc1,-0.1,2.0,-4,-12
O=C(CC1C(=O)N(c2ccc(F)cc2)C(=O)N1Cc1cccs1)Nc1ccccc1 (stereo not drawn),0.0,-0.1,19,0
COc1ccc(C=O)cc1OC(=O)c1ccc(F)cc1,0.2,-0.1,5,0
CCOC(=O)c1c(NC(=O)c2ccc(S(=O)(=O)N3CCOCC3)cc2)sc2c1CC(C)(C)NC2(C)C,0.7,0.8,7,13
N#CC1=C(N)OC2=C(C(=O)CCC2)C1c1ccc(Br)cc1 (stereo not drawn),-0.2,0.6,8,3
COC(CN(C)C(=O)c1cccc(C)c1)OC,0.1,-1.0,9,-9
Cc1ccc(-n2cc(-c3ccccc3)c3c(NCCCN4CCOCC4)ncnc32)cc1Cl,-0.1,-1.5,-6,2
Clc1cccc(CN2CCN(Cc3ccccc3)CC2)n1,0.0,2.4,9,3
CN1CCN(Cc2c(C(=O)N3CCCC3)nc3ccccn23)CC1c1ccccc1 (stereo not drawn),-0.1,0.8,10,3
CS(=O)(=O)N(CC(=O)NCC1CCCO1)c1ccccc1Cl (stereo not drawn),-0.1,0.9,4,4
CCOC(=O)c1sc2nc(SCC(=O)NCc3ccccc3)n(CCc3ccc(OC)c(OC)c3)c(=O)c2c1C,0.0,-1.3,-10,-5
CCC(C(=O)OC)n1cnc2c(nnn2-c2ccc(C)cc2)c1=O (stereo not drawn),-0.1,2.3,3,-8
CC(C)n1cnc2c(NCCCN3CCCC3=O)nc(N3CCOCC3)nc21,0.0,-0.4,-8,-12
Fc1ccccc1CSc1nnc(-c2cccnc2)n1Cc1ccco1,-0.2,-1.7,-3,2
O=C(O)CCC(=O)Nc1ccc2c(c1)-c1cc(NC(=O)CCC(=O)O)ccc1C2,-0.1,1.3,-16,-7
COc1ccc(CCNC(=O)c2cc(S(=O)(=O)N3CC(C)CC(C)C3)ccc2F)cc1OC (stereo not drawn),-0.2,2.9,-5,2
CN(C(=O)C1CCOC1)c1nnc(C2CCOC2)s1 (stereo not drawn),0.1,-0.9,-4,12
CCOC(=O)C1=C(O)/C(=C/c2ccc3c(c2)OCO3)SC1=Nc1ccccc1,0.2,0.8,-2,1
Cc1ccc(N(CC(=O)N2CCCCC2)S(C)(=O)=O)cc1,0.4,0.3,-2,1
COc1cc(Nc2nc(-c3ccc(C(N)=O)cc3)nc3c2ncn3Cc2ccc(C(F)(F)F)cc2)cc(OC)c1OC,0.1,0.7,53*,3
CN(CCc1ccccn1)C(=S)NCc1ccccc1,0.5,-0.4,-46,6
Cc1ccc2nc(NC(=O)CS(=O)(=O)c3ccccc3)sc2c1,0.6,1.1,-18,20
CCOC(=O)c1sc2nc(SCc3cccc([N+](=O)[O-])c3)n(CCc3ccccc3)c(=O)c2c1C,0.0,-1.0,-8,-6
CCOCCOC(=O)C1=C(C)NC2=C(C(=O)CC(c3ccc(Cl)cc3)C2)C1c1cc(Br)c(O)c(OCC)c1 (stereo not drawn),0.1,-0.1,19,6
O=c1oc2c(Cl)cc(Cl)cc2cc1-c1nc(-c2ccc(Cl)c(Cl)c2)cs1,0.1,-0.1,0,-5
COc1ccc(-c2nc3cc(NC(=S)NC(=O)c4ccc(Cl)cc4)ccc3o2)cc1OC,1.8,-0.6,-8,22
O=C(Nc1ccc2oc(-c3cccc(Br)c3)nc2c1)c1ccc(I)cc1,0.5,-0.4,-1,14
CC1SC2(C(=O)Nc3ccccc32)N(c2cccc(F)c2)C1=O (stereo not drawn),-0.1,-0.2,-9,3
CNC(=O)c1c(NC(=O)CCOc2ccccc2)sc2c1CCC2,0.0,-0.1,-14,-7
COc1nccnc1NS(=O)(=O)c1ccc(NC(=O)c2ccc([N+](=O)[O-])c(C)c2)cc1,-0.2,-1.5,2,59*
Cc1cccc(NC(=O)CSc2nnc(C3CCCCC3)o2)c1,-0.1,-0.7,-34,-10
Cc1ccc(S(=O)(=O)NCC(c2ccc3c(c2)OCO3)N2CCOCC2)cc1 (stereo not drawn),-0.2,0.6,-6,-17
Oc1cccc(N=Cc2sc(=S)n(Cc3ccccc3)c2O)c1,0.0,1.1,-9,6
c1nc2c(NCCN3CCOCC3)nc(N3CCC(N4CCOCC4)CC3)nc2n1C1CCCCC1,0.1,0.0,-4,5
Nc1nnc(SCC(=O)Nc2ccc(OCc3ccccc3)cc2)s1,-0.1,-3.2,-34,-1
COc1ccc(N=C2NC(=O)/C(=C\c3ccc(OCC(C)C)cc3)S2)cc1,-0.1,-0.4,-7,-6
COc1ccc(O)c(/C=N/c2nc3ccc(Br)cc3n2C)c1,-0.1,-1.0,-9,-20

# (continued)
SMILES,FBW7 activator,GPR151 ag,TEAD-YAP block,MITF primary
COc1cccc(/C=N/NC(=O)C(=O)Nc2cccc(Cl)c2)c1O,-2.0,-0.5,24,20
Cc1ccc(O)c(NC(=O)CCN2C(=O)c3ccccc3C2=O)c1,0.0,-0.3,-3,4
Cc1nnc(SCC(=O)NC2CCCc3ccccc32)s1 (stereo not drawn),0.1,-0.1,-1,8
O=C(NN1C(=O)/C(=C\c2ccc(O)cc2)SC1=S)c1ccc([N+](=O)[O-])cc1,-0.1,0.0,-5,-1
CN1CCC(N(C(=O)c2cccc(C(F)(F)F)c2)C2CC2)CC1,-0.1,1.4,-5,5
CN1CCN(c2ccc(-c3nc(NCCN4CCOCC4)c4ncn(-c5ccsc5)c4n3)cc2)CC1,-0.1,2.1,9,-2
C=CCNC(=O)c1cccc(NS(=O)(=O)c2ccc(Cl)cc2)c1,0.0,2.9,3,11
CCOc1cccc2c1OC1(C)CC2NC(=O)N1c1ccc(OC)cc1 (stereo not drawn),-0.1,0.0,15,0
CC1(CC(=O)N/N=C/c2cccc(I)c2)OCCO1,0.0,-0.1,-3,5
O=C(Nc1ccccc1[N+](=O)[O-])c1ccccc1I,0.0,0.3,3,9
O=[N+]([O-])c1nn(-c2cccc(Cl)c2)n(O)c1=Nc1ccc(Cl)cc1,-0.2,-1.3,20,1
O=C(NCc1nccs1)C1CC(Cc2ccc3c(c2)OCO3)=NO1 (stereo not drawn),-0.1,0.2,-5,2
CCC(=O)N(Cc1ccccc1)c1ccccn1,-0.1,-1.1,3,4
COc1ccc2c(CC(=O)Nc3nnc(C)s3)coc2c1,-0.1,-0.2,-5,0
CCOC(=O)c1c(NC(=O)COc2ccc(C(C)C)cc2)sc(C)c1C,0.5,-2.2,7,-3
CC(=O)N=c1nc(-c2ccccc2)n(-c2ccccc2)s1,-0.1,6.9*,-16,-11
Cc1cc2c(c(=O)[nH]1)C(=O)NC2=O,0.5,0.3,-2,10
O=C(N/N=C/c1c(F)cccc1Cl)C1CC(=O)N(c2ccc(Br)cc2)C1 (stereo not drawn),-0.3,0.1,4,-4
CC1(C)CC(=O)C(C=Nc2ccccc2Oc2ccccc2)=C(O)C1,0.1,0.2,-2,-12
COc1cc2c(cc1OC)CN(Cc1ccc([N+](=O)[O-])cc1)CC2,-0.2,-0.1,13,23
O=C(O)c1ccc(Nc2ccc(Cl)c(C(F)(F)F)c2)c([N+](=O)[O-])c1,-0.1,0.0,6,3
CC(C)N(C(=O)COC(=O)c1ccc2c(c1)C(=O)N(CCc1ccccc1)C2=O)C(C)C,0.0,-0.3,1,11
O=C1N[C@H](CO)C(=O)N2CCN(C(=O)c3ccc(C(F)(F)F)cc3)C[C@H]12,-0.1,0.1,8,-5
CC(C)CNC(=O)c1noc2c1CCCC2,0.0,-1.4,-14,-10
O=C1CN(C(=O)c2ccc(S(=O)(=O)N3CCOCC3)cc2)C(c2ccccc2)c2cc(Cl)ccc2N1 (stereo not drawn),-0.2,-1.0,1,6
COc1cccc(CN(CCN2CCCCC2)C(=O)Nc2ccc(-c3cn[nH]c3)cc2OC)c1,0.1,-0.8,4,18
CCOCCOC(=O)C1=C(C)NC(=O)CC1c1cccc(Cl)c1Cl (stereo not drawn),-0.1,-0.5,-1,11
COc1ccc(NC(=O)CCCc2nc(-c3ccc(C)cc3)no2)cc1,0.7,0.0,-8,2
CC1(C)OC(=O)C(=Cc2cc(Br)c(O)c(Br)c2)C(=O)O1,0.1,0.9,1,22
CCOc1cc(C2C(C#N)=C(N)Oc3cc(C)oc(=O)c32)cc([N+](=O)[O-])c1OC(=O)N1CCOCC1 (stereo not drawn),0.1,-0.4,14,14
Cc1cccc(C(=O)N2CCN(c3cc(C)c(C#N)c4nc5ccccc5n34)CC2)c1,0.4,2.6,-5,-11
CCN1CC(CN(C)c2nc3nonc3nc2N(C)C)CC1=O (stereo not drawn),-0.1,-1.5,-3,1
CC(C)(C)C(=O)Nc1cc(C(F)(F)F)ccc1Cl,0.3,0.4,10,14
CC(=O)c1sc(NC(=O)c2ccc([N+](=O)[O-])cc2)nc1C,-0.1,-2.2,-24,-4
CC(C)NC(=O)c1cc(Sc2ccc(F)cc2)nc2ccccc12,0.7,0.2,1,14
COc1ccc(C2=NOC(C(=O)NCc3ccco3)C2)cc1OC (stereo not drawn),0.8,0.6,47*,19
CCc1ccccc1OCCCNCCO,-0.1,2.7,15,-7
Cc1cc(C)cc(NC(=O)CCn2ccnc2C)c1,0.0,-0.5,8,0
O=C1C(=O)N(CCCN2CCOCC2)C(c2cccs2)/C1=C(/O)c1ccccc1 (stereo not drawn),0.0,-1.3,-3,-2
O=C(O)CCCC(=O)Nc1ccc(N2CCCCC2)cc1,-0.1,0.0,12,-1
O=C(Cc1ccccc1)NCc1nnc(SCC(=O)N2N=C(c3cccs3)CC2c2ccc(F)cc2)n1Cc1ccccc1 (stereo not drawn),0.2,-0.3,12,6
CC(C)(C)NC(=O)CSc1nnc(-c2ccccc2)n1CC1CCCO1 (stereo not drawn),0.2,-0.5,-3,24
O=c1[nH]c2ncc(-c3ccoc3)nc2n1Cc1ccc(Cl)cc1,-0.6,0.3,2,-21
CN(C)CCOc1cc(-c2ncnc3[nH]ccc23)ccc1NC(=O)C1COc2ccc(F)cc2C1 (stereo not drawn),-0.2,-0.9,-4,8
Cc1ccc2nc(-c3ccc(SCC(=O)NC(C)C)nc3)[nH]c2c1,-0.1,0.4,-18,16
COC(=O)C1=C(C)NC(=O)NC1c1ccc(-c2ccccc2[N+](=O)[O-])o1 (stereo not drawn),-0.1,0.0,2,3
OCCCNc1ccc2ncc(-c3cnn(Cc4ccccc4)c3)n2n1,-0.1,-0.7,5,-4

# Screens deposited in PubChem BioAssay by The Scripps Research Institute Molecular Screening Center.
